Shiga toxin inh = A qHTS for Small Molecule Inhibitors of Shiga Toxin; actives 9.2% (n = 290,000); Vero cells, Shiga toxin protein synthesis inhibition reporter; AID 2315, 2010; inhibition, % at 38.7 µM; in the data active = inhibition mostly above about 28%, no sharp cut-off; inactive = mostly below about 43%; also: 0% is about no effect
AmpC inh no detg = qHTS Inhibitors of AmpC Beta-Lactamase (assay without detergent). P00811. AmpC nitrocefin hydrolysis, absorbance 480 nm, 0.0001% Triton. Potency, µM (highest dose often 57.1 µM), inactives show at the highest dose activity change, negative = inhibition, actives largely listed as inhibitors. actives 0.52% (n = 330,000). AID 485341, 2010;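 also: potency is read from the fitted curve at half-maximal effect; plate controls were no compound for no effect and no enzyme for full effect; nearly all actives have a fitted effect of over 20% in size; some results filed as inactive show a strong effect at the top dose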
Target sequence (P00811 whole entry, looked up): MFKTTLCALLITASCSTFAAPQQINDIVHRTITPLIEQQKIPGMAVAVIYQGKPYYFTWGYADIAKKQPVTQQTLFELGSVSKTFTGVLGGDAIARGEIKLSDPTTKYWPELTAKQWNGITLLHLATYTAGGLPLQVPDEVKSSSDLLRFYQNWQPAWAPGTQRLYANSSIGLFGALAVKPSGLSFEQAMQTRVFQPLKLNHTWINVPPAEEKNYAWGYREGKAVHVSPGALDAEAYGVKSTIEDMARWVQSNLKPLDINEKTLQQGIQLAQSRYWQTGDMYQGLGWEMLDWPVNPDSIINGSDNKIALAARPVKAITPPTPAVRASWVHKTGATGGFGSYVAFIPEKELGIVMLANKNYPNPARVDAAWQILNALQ
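20 mM phosphate pH 7.0 + 0.01% (detergent screen) or 0.0001% Triton X-100; 5.3 nM AmpC reagent; cpd preinc 15 min RT; nitrocefin (800 uM stock) to start; A480 q20 s × 4 min; Activity was normalised to no-enzyme and no-compound control wells.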
Pf growth 96h = Primary qHTS for delayed death inhibitors of the malarial parasite plastid, 96 hour incubation | P. falciparum luciferase reporter growth, 96 h | actives 6.9% (n = 320,000) | Potency, µM (titrated, usually from 28.7 µM), without a hit: at the highest dose activity change, negative = inhibition, hits mostly inhibitors; also: potency is read from the fitted curve at half-maximal effect; % is scaled to controls: 0 for no effect and ±100 for the full control effect
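Infected RBCs, 2% Hct / 0.05% parasitemia final; luciferase-reporter P. falciparum; cpd 96 h, 37 C, 5% CO2; luciferase detection reagent; luminescence.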
Pf growth 48h = Primary qHTS for delayed death inhibitors of the malarial parasite plastid, 48 hour incubation; P. falciparum luciferase growth in erythrocytes, 48 h; Potency, µM (doses to about 28.7 µM), inactives show top-dose activity change, negative = inhibition, most hits filed as inhibitors; actives 5.9% (n = 310,000); AID 504832, 2011; also: potency is read from the fitted curve at half-maximal effect; % is scaled to controls: 0 for no effect and ±100 for the full control effect
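A one-generation exposure of luciferase-tagged malaria parasites in RPMI 1640/Albumax erythrocyte culture, 37 C and 5% CO2. Inhibition is inferred from decreased luminescence after adding detection reagent.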
LmPK inh = qHTS Assay for Inhibitors of Leishmania Mexicana Pyruvate Kinase (LmPK); Q27686; purified LmPK, Kinase-Glo ATP luminescence, 1 h; Potency, µM (series often up to 57.5 µM), without a hit: at the top dose activity change, negative = inhibition, actives largely listed as inhibitors; actives 0.37% (n = 290,000); AID 1721, 2009; also: potency is read from the fitted curve at half-maximal effect; % is scaled to controls: 0 for no effect and ±100 for the full control effect
Target sequence (Q27686 whole entry, looked up): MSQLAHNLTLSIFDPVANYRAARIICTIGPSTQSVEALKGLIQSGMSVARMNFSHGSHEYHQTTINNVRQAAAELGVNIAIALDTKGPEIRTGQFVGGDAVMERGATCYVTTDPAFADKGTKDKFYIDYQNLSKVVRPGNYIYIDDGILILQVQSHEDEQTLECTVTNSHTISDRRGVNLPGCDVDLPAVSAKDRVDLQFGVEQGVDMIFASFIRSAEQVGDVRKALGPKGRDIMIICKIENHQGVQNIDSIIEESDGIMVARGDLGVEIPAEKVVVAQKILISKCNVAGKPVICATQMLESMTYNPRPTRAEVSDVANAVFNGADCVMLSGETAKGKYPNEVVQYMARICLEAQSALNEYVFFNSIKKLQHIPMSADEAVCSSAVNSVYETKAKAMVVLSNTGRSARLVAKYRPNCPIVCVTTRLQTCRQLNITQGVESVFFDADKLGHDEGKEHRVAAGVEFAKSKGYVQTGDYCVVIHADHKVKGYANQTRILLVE
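0.1 nM LmPK, 0.5 mM PEP, 0.1 mM ADP; 50 mM imidazole pH 7.2, 7 mM MgCl2, 50 mM KCl; 1 h RT. Kinase-Glo luminescence readout, normalized to no-enzyme (full inhibition) and uninhibited wells.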
Tb PYK inh = qHTS of Trypanosoma Brucei Inhibitors. actives 0.12% (n = 410,000). Potency, µM (doses to about 76.8 µM), without a hit: top-dose activity, negative = inhibition, actives largely listed as inhibitors. TbPYK enzyme, Kinase-Glo Plus ATP luminescence, 45 min. AID 624173, 2012; also: potency is read from the fitted curve at half-maximal effect; % is scaled to controls: 0 for no effect and ±100 for the full control effect; nearly all actives have a fitted effect of over 50% in size
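Activity of T. brucei pyruvate kinase was followed by Kinase-Glo Plus luminescence after the enzyme reacted 45 min at room temperature with 130 uM ADP (final) and substrate. Test compounds were added before ADP at multiple concentrations.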
Cycloheximide cs = Cycloheximide Counterscreen for Small Molecule Inhibitors of Shiga Toxin; max response, %; AID 2314, 2010; actives 12% (n = 300,000); cell reporter, cycloheximide protein synthesis inhibition counterscreen; in the data active = max response mostly above about 13%, no sharp cut-off; inactive = mostly below about 14%; also: read at 38.3 µM for the half of the compounds with a filed dose; 0% is about no effect
Numbers without * were called inactive; & = joins results of further samples; [ ] = remark or other dose. Unless noted, calls follow the shape of the dose curve; as a rule, active = well fitted curve in the direction sought with a large enough effect; inconclusive = small, poorly fitted or top-dose-only effect, or another doubt; inactive = no such curve, though single readings can be large; an effect the other way counts as inactive or inconclusive. Rows are unselected; overall some 22% were active at least once.

How did Cc1ccc(CN2CCNC(=O)C2CC(=O)N(C)C2CCCCC2)cc1 (centres undefined) do in these assays?
Shiga toxin inh: -5; AmpC inh no detg: 113%[activator]; Pf growth 96h: -5%; Pf growth 48h: inconclusive; LmPK inh: -7%; Tb PYK inh: -2%; Cycloheximide cs: -5

Results for CCn1ccnc1CN1CCN(CC(C)C)C(CCO)C1 (centres undefined) ?
Shiga toxin inh: -3; AmpC inh no detg: -12%; Pf growth 96h: 0%; Pf growth 48h: 6%; LmPK inh: 3%; Tb PYK inh: 0%; Cycloheximide cs: 2

Results for COCCCC1CCN(Cc2cn[nH]c2-c2cc(OC)c(OC)c(OC)c2)CC1 ?
Shiga toxin inh: 15; AmpC inh no detg: -17%; Pf growth 96h: inconclusive; Pf growth 48h: -16%; LmPK inh: -5%; Tb PYK inh: 4%; Cycloheximide cs: -3

How did COC(=O)c1cc2c(-c3ccccc3)c(C)c3ccccn3c-2c1C(=O)OC do in these assays?
Shiga toxin inh: -4; AmpC inh no detg: 71%[activator]; Pf growth 96h: inconclusive; LmPK inh: 12%; Tb PYK inh: -4%; Cycloheximide cs: -4

How did Cn1cccc1Cc1nnc(SCC(=O)Nc2nc3ccccc3s2)n1CCc1ccccc1 do in these assays?
Shiga toxin inh: 13; AmpC inh no detg: 27%; Pf growth 96h: 36%[activator]; Pf growth 48h: 5%; LmPK inh: 4%; Tb PYK inh: -3%; Cycloheximide cs: 1

What do the screens show for `O=C(CC(c1ccccc1)c1ccccc1)NCC1CCCO1` (centres undefined)?
Shiga toxin inh: -16; AmpC inh no detg: -2%; Pf growth 96h: 0%; Pf growth 48h: 12%; LmPK inh: 0%; Tb PYK inh: -6%; Cycloheximide cs: -3

How did NC(=O)c1ccccc1OCC(=O)N1CCc2ccccc2C1 do in these assays?
Shiga toxin inh: 21; AmpC inh no detg: -15%; Pf growth 96h: 3%; Pf growth 48h: 21%; LmPK inh: -2%; Tb PYK inh: -7%; Cycloheximide cs: 16

How did CN(C(=O)COC(=O)CNC(=O)c1ccccc1F)C1CCCCC1 do in these assays?
AmpC inh no detg: -13%; Pf growth 96h: 0%; Pf growth 48h: 5%; Tb PYK inh: 1%

How did COC(CNC(=O)c1ccc2nc(-c3ccccc3)c(-c3ccccc3)nc2c1)OC do in these assays?
Shiga toxin inh: 18; AmpC inh no detg: 179%[activator]; Pf growth 96h: inconclusive; Pf growth 48h: -28%; LmPK inh: -1%; Tb PYK inh: -2%; Cycloheximide cs: -1

What do the screens show for `COc1ccc(CCC(=O)OCC(=O)Nc2ccc(C)c(S(=O)(=O)N(C)C)c2)cc1`?
Shiga toxin inh: -6; AmpC inh no detg: -30%; Pf growth 96h: -5%; Pf growth 48h: -3%; LmPK inh: 2%; Tb PYK inh: -17%; Cycloheximide cs: -1

Results for Cc1cc(NC(=O)CCC(=O)N(Cc2ccco2)C(C(=O)NC2CCCC2)c2ccccc2)no1 (centres undefined) ?
Shiga toxin inh: -4; AmpC inh no detg: 12%; Pf growth 96h: 4%; Pf growth 48h: inconclusive; LmPK inh: 1%; Tb PYK inh: 3%; Cycloheximide cs: -5

What do the screens show for `Cc1ccc(S(=O)(=O)c2c(N)n(/N=C/c3ccco3)c3nc4ccccc4nc23)cc1`?
Shiga toxin inh: 11; AmpC inh no detg: -40%; Pf growth 96h: inconclusive; Pf growth 48h: 6.6µM*; LmPK inh: 2%; Tb PYK inh: -1%; Cycloheximide cs: -1

Ordered by SMILES length (largest number first): part of the list above.
Results for COCCCC1CCN(Cc2cn[nH]c2-c2cc(OC)c(OC)c(OC)c2)CC1 ?
Shiga toxin inh: 15; AmpC inh no detg: -17%; Pf growth 96h: inconclusive; Pf growth 48h: -16%; LmPK inh: -5%; Tb PYK inh: 4%; Cycloheximide cs: -3

How did Cc1ccc(CN2CCNC(=O)C2CC(=O)N(C)C2CCCCC2)cc1 (centres undefined) do in these assays?
Shiga toxin inh: -5; AmpC inh no detg: 113%[activator]; Pf growth 96h: -5%; Pf growth 48h: inconclusive; LmPK inh: -7%; Tb PYK inh: -2%; Cycloheximide cs: -5

How did CN(C(=O)COC(=O)CNC(=O)c1ccccc1F)C1CCCCC1 do in these assays?
AmpC inh no detg: -13%; Pf growth 96h: 0%; Pf growth 48h: 5%; Tb PYK inh: 1%

Results for CCn1ccnc1CN1CCN(CC(C)C)C(CCO)C1 (centres undefined) ?
Shiga toxin inh: -3; AmpC inh no detg: -12%; Pf growth 96h: 0%; Pf growth 48h: 6%; LmPK inh: 3%; Tb PYK inh: 0%; Cycloheximide cs: 2

Other compounds:
How did COc1ccccc1-n1nnnc1SCC(=O)Nc1cc(C)on1 do in these assays?
Shiga toxin inh: 18; AmpC inh no detg: -24%; Pf growth 48h: -11%; LmPK inh: 0%; Tb PYK inh: 0%; Cycloheximide cs: -3

What do the screens show for `Cc1cc([N+](=O)[O-])ccc1NCc1ccccc1[N+](=O)[O-]`?
Shiga toxin inh: -21; AmpC inh no detg: -13%; Pf growth 96h: 17%; Pf growth 48h: 0%; LmPK inh: 7%; Tb PYK inh: -5%; Cycloheximide cs: 20

What do the screens show for `Cc1ccc(SCC(=O)OC(C)C(=O)N2CCc3ccccc32)cc1` (centres undefined)?
AmpC inh no detg: 3%; Pf growth 96h: 44%[activator]; Pf growth 48h: 41%[activator]; Tb PYK inh: -4%

Results for CCCOc1ccc(N2C(=O)CC(N3CCN(c4ccccc4OC)CC3)C2=O)cc1 (centres undefined) ?
Shiga toxin inh: -12; AmpC inh no detg: 129%[activator]; Pf growth 96h: -5%; LmPK inh: 1%; Tb PYK inh: -4%; Cycloheximide cs: 1

How did O=C(NCc1ccccc1Cl)C1CCN(S(=O)(=O)c2ccc(-n3cnnn3)cc2)CC1 do in these assays?
Shiga toxin inh: -18; AmpC inh no detg: 5%; Pf growth 96h: 21%; Pf growth 48h: 12%; LmPK inh: -1%; Tb PYK inh: 2%; Cycloheximide cs: -2

Results for OCC(O)/C=N/Nc1nc(N2CCCCC2)nc(N2CCCCC2)n1 (centres undefined) ?
Shiga toxin inh: 19; AmpC inh no detg: -2%; Pf growth 96h: 44%[activator]; Pf growth 48h: inconclusive; LmPK inh: 7%; Tb PYK inh: 5%; Cycloheximide cs: -4

How did COc1ccccc1N1C(=O)C2CCC(c3ccccc3)CC2C1=O (centres undefined) do in these assays?
Shiga toxin inh: -14; AmpC inh no detg: -3%; Pf growth 96h: -21%; Pf growth 48h: -20%; LmPK inh: 3%; Tb PYK inh: 1%; Cycloheximide cs: -6

Results for Cc1ccc(NC(=O)c2c(-c3c(F)cccc3Cl)noc2C)cc1F ?
Shiga toxin inh: 52; AmpC inh no detg: inconclusive; Pf growth 96h: inconclusive; Pf growth 48h: 9.3µM*; LmPK inh: 8%; Tb PYK inh: 1%; Cycloheximide cs: 6

How did O=c1c2sccc2n(Cc2cc(=O)n3ccccc3n2)c(=O)n1-c1ccccc1 do in these assays?
Shiga toxin inh: -5; AmpC inh no detg: -18%; Pf growth 96h: 4.7µM*; Pf growth 48h: 0%; LmPK inh: -2%; Tb PYK inh: 5%; Cycloheximide cs: 1

Results for O=C(NCc1ccccc1F)c1ccc(S(=O)(=O)N2CCCCCC2)cc1 ?
AmpC inh no detg: -28%; Pf growth 96h: inconclusive; Pf growth 48h: inconclusive; Tb PYK inh: -1%

How did Cc1nc(-c2ccc(S(=O)(=O)Nc3ccc(S(N)(=O)=O)cc3)cc2)co1 do in these assays?
Shiga toxin inh: -7; AmpC inh no detg: -23%; Pf growth 96h: 10µM*; Pf growth 48h: -4%; LmPK inh: 3%; Tb PYK inh: 0%; Cycloheximide cs: 9

Results for Cc1[nH]c2ccccc2c1SCc1nnc(SCc2ccccc2)n1C ?
Shiga toxin inh: -4; AmpC inh no detg: 4%; Pf growth 96h: inconclusive; Pf growth 48h: inconclusive; LmPK inh: 6%; Tb PYK inh: 0%; Cycloheximide cs: 1

How did CCN(CC)C(=O)C1CCCN(Cc2ccccc2)C1 (centres undefined) do in these assays?
Shiga toxin inh: -9; AmpC inh no detg: -20%; Pf growth 96h: -52%; LmPK inh: -6%; Tb PYK inh: 8%; Cycloheximide cs: -4

Results for COc1ccc(S(=O)(=O)N2CCOC2CNC(=O)C(=O)NCc2ccncc2)cc1OC (centres undefined) ?
Shiga toxin inh: -13; AmpC inh no detg: 1%; Pf growth 96h: 1%; Pf growth 48h: 47%[activator]; LmPK inh: -3%; Tb PYK inh: -10%; Cycloheximide cs: -2

Results for CC(=O)c1cc2c(cc1NC(=O)c1ccco1)OCCO2 ?
Shiga toxin inh: 15; AmpC inh no detg: -12%; Pf growth 96h: inconclusive; Pf growth 48h: 2%; LmPK inh: 0%; Tb PYK inh: 4%; Cycloheximide cs: 10

How did O=C(c1ccc2c(c1)OCO2)N1CCN(c2ccccc2)CC1 do in these assays?
Shiga toxin inh: 44; AmpC inh no detg: -1%; Pf growth 48h: inconclusive; LmPK inh: 2%; Tb PYK inh: 3%; Cycloheximide cs: 8

How did CC(C)COc1ccc(C(=O)Nc2sc3c(c2C(=O)O)CC(C)(C)OC3)cc1 do in these assays?
Shiga toxin inh: 19; AmpC inh no detg: -34%; Pf growth 96h: 10%; Pf growth 48h: 47%[activator]; LmPK inh: 2%; Tb PYK inh: 0%; Cycloheximide cs: 5

What do the screens show for `O=C(CN1C(=O)C2CC=CCC2C1=O)Nc1nc(-c2ccc(F)cc2)cs1` (centres undefined)?
AmpC inh no detg: -19%; Pf growth 96h: inconclusive; Pf growth 48h: -27%; Tb PYK inh: -4%

Results for O=C(C1CC1)N(CCN(C(=O)C1CC1)c1ccccc1)c1ccccc1 ?
Shiga toxin inh: 17; AmpC inh no detg: 1%; Pf growth 96h: -6%; Pf growth 48h: 0.0026µM*; LmPK inh: -5%; Tb PYK inh: -4%; Cycloheximide cs: -6

What do the screens show for `COc1cccc(/C=N/Nc2cc(Cl)nc(C)n2)c1O`?
Shiga toxin inh: 54*; AmpC inh no detg: -8%; Pf growth 96h: 14%; Pf growth 48h: inconclusive; LmPK inh: 1%; Tb PYK inh: 0%; Cycloheximide cs: 32*

Results for COCCCn1c(=N)c(C(=O)NC2CCCCC2)cc2c(=O)n3ccccc3nc21 ?
Shiga toxin inh: 9; AmpC inh no detg: -20%; Pf growth 96h: 101%[activator]; Pf growth 48h: 5%; LmPK inh: 0%; Tb PYK inh: -9%&3%; Cycloheximide cs: -3

How did CC(=O)Nc1ccc(-c2nnc(SCC(=O)c3ccc4c(c3)Cc3ccccc3-4)n2C)cc1 do in these assays?
Shiga toxin inh: 21; AmpC inh no detg: 6%; Pf growth 96h: inconclusive; Pf growth 48h: inconclusive; LmPK inh: 3%; Tb PYK inh: -19%; Cycloheximide cs: 9
